Screens: PubChem BioAssay, Southern Research Specialized Biocontainment Screening Center
RSV CPE inhibition = inhibition of RSV-induced cytopathic effect – HEp-2 cells, primary 10 µM value included (AID 2391); HEp-2 cells, RSV-induced CPE inhibition; higher % means a stronger effect; 310,000 compounds, 0.13% hits; one-dose CPE inhibition, % at 10 µM; IC50 in µM for titrated hits; in the data active means a potency from the dose series; further: strong numbers were not always called active
Dengue-2 NS5 capping = Dengue-2 NS5 methyltransferase inhibitors, primary screen, biochemical, confirmation dose response (AID 588689); Dengue-2 NS5 methyltransferase capping enzyme assay, biochemical; higher % means a stronger effect; one-dose inhibition, % at 25 µM; IC50 in µM for titrated hits; 340,000 compounds, 0.3% hits; in the data active means a potency from the dose series
K1F lysis inhibition = inhibition of K1F phage lysis, E. coli UTI89, bacterial capsule biogenesis inhibitors, alamar blue (AID 488966). E. coli UTI89 K1F phage lysis, alamar blue, 2 h; higher % means a stronger effect. inhibition, % at 100 µM, or IC50 in µM where a hit was titrated. 340,000 compounds, 0.02% hits;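 active means phage lysis inhibition, versus mean bacterial control, above a set limit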;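 further: capsule biogenesis inhibitors block K1F phage lysis so surviving cells raise fluorescence; higher fluorescence means more inhibition of phage lysis; actives were called in the ten point dose series up to 300 µM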
* = called active by the depositor; [ ] = remark or other dose. This is a subset; rates above refer to the full screens.

Each structure is followed by: RSV CPE inhibition, Dengue-2 NS5 capping, K1F lysis inhibition
- CN(C)S(=O)(=O)c1ccc2c(c1)C(=O)c1cc(S(=O)(=O)N(C)C)ccc1CC2
  0.2%, -4%, 0.0%
- O=C(NCC(c1ccco1)N1CCCC1)c1cc2ccccc2s1 (centres undefined)
  -0.4%, -3%, 0.6%[50 µM]
- Cc1cccc(C(=O)OCC(=O)c2ccc(CC(=O)N3CCOCC3)s2)c1C
  0.1%, -5%, 0.2%[50 µM]
- CCc1noc(C)c1C(=O)Nc1nc2c(F)cc(F)cc2s1
  2.0%, 1%, 1.1%[50 µM]
- CC(C)Nc1nnc(SCC(=O)Nc2sccc2C#N)s1
  1.5%, 0%, 0.3%[50 µM]
- C=CCn1c(SCC(=O)N2CC(C)OC(C)C2)nnc1-c1ccncc1 (centres undefined)
  -0.1%, -5%, -0.2%[50 µM]
- O=S(=O)(NCc1ccc(F)cc1)c1ccc(Br)cc1Br
  0.2%, -12%, -0.3%
- O=C(COC(=O)c1cccc(Cl)c1Cl)NCc1cccs1
  0.5%, 1%, 0.4%[50 µM]
- COc1ccc(C2(c3ccc(OC)cc3)NC(=O)N(CC(=O)NCC(C)c3ccccc3)C2=O)cc1 (centres undefined)
  0.7%, -4%, 2.6%[50 µM]
- CN(CC(=O)Nc1ccc(F)cc1)C(=O)COC(=O)c1cccc(N(C)C)c1
  1.4%, -3%, 0.8%[50 µM]
- O=C1C2CCc3ccccc3C2N1c1ccccc1 (centres undefined)
  2.1%, 2%, 2.4%
- CC(C)(C)c1ccc(S(=O)(=O)N2CCN(C(=O)C3=COCCO3)CC2)cc1
  0.7%, -3%, 1.4%[50 µM]
- CCCCn1c(N)c(N(C)C(=O)c2ccccc2Oc2ccccc2)c(=O)[nH]c1=O
  0.1%, -3%, -0.2%[50 µM]
- CC(NCC(=O)Nc1ccccc1C(=O)NC1CC1)c1ccc(S(C)(=O)=O)cc1 (centres undefined)
  1.1%, -2%, 0.4%[50 µM]
- O=C(NCCc1ccc2c(c1)OCCO2)c1cccc(S(=O)(=O)N2CCCC2)c1
  2.1%, -3%, -0.5%
- O=C(c1ccc2n[nH]nc2c1)N1CCN(c2ccc(C(F)(F)F)cn2)CC1
  1.1%, -8%, 0.4%[50 µM]
- Cc1noc(C)c1COc1ccc(C(=O)NNC(=O)c2ccccc2F)cc1
  -0.5%, -1%, 1.2%[50 µM]
- Cc1ccc(C)c(NC(=O)CN(C)C(=O)CN2C(=O)NC3(CCc4ccccc43)C2=O)c1 (centres undefined)
  1.2%, -3%, 0.7%[50 µM]
- Nc1c(C(=O)CSc2nnc(COc3ccc(Cl)cc3)o2)c(=O)[nH]c(=O)n1C1CC1
  2.1%, -11%, 0.2%[50 µM]
- O=C(COC(=O)/C=C/c1ccccc1)NC1CCCCC1
  0.2%, -11%, 0.2%[50 µM]
- COc1ccc(Cl)cc1NS(=O)(=O)c1cccc(C(=O)NCC(C)(C)N2CCOCC2)c1
  -0.2%, -3%, 0.0%[50 µM]
- Cc1ccc(C(=O)OC(C)C(=O)Nc2ccc(Cl)cn2)s1 (centres undefined)
  1.1%, 0%, 0.8%[50 µM]
- Cc1ccccc1OCC(=O)OC(C)C(=O)NC1CCCC1 (centres undefined)
  1.1%, -8%, 0.6%[50 µM]
- COc1cccc(CNC(=O)COC(=O)c2cc(Br)c(Br)s2)c1
  0.4%, -13%, 0.1%[50 µM]
- O=C(NCC(=O)N1CCN(c2ncccn2)CC1)c1ccc(F)cc1
  -0.6%, -4%, 0.7%[50 µM]
- Cc1cc(NC(=O)CSCC(=O)N2CCN(c3cccc(C)c3C)CC2)no1
  0.9%, -13%, 0.6%[50 µM]
- COc1ccccc1S(=O)(=O)Nc1ccc(S(=O)(=O)Nc2nccs2)cc1
  2.6%, 3%, 1.0%[50 µM]
- O=C(COC(=O)CSc1ccc(F)cc1)NCc1ccco1
  0.0%, -7%, 0.8%[50 µM]
- COc1ccc(C(=O)Nc2ccccc2N2CCOCC2)cc1S(=O)(=O)N1CCOCC1
  2.6%, 9%, -0.2%[50 µM]
- Cc1ccccc1C=O
  1.4%, -2%, -1.0%
- CC(Sc1nnc(-c2ccco2)n1N)C(=O)NC1CCCCC1C (centres undefined)
  1.1%, -4%, 1.2%[50 µM]
- CCCn1nc(C(=O)Nc2nnc(C3CC3)s2)c2ccccc2c1=O
  1.0%, -9%, 0.3%[50 µM]
- CCC1(c2ccc(OC)cc2)NC(=O)N(CC(=O)c2ccc3c(c2)OCCO3)C1=O (centres undefined)
  0.9%, -9%, 0.5%[50 µM]
- O=S(=O)(c1cccc(F)c1)N1CCN(Cc2cc3c(cc2Br)OCCO3)CC1
  3.8%, -5%, 0.4%[50 µM]
- CC1(C)CC(=O)C=C(c2ccc(I)cc2)C1
  7.6%, -7%, 2.0%
- CCCCC/C=C/C1=CC(=O)C[C@H](c2ccc3c(c2)OCO3)C1
  6.3%, -4%, 0.8%
- O=C(c1cccc(S(=O)(=O)Nc2ccc(F)cc2)c1)N1CCC1
  0.1%, 1%, 1.0%[50 µM]
- Cc1ccc(S(=O)(=O)N2CCC(C(=O)OC(C)C(=O)NC3CCCCC3C)CC2)cc1C (centres undefined)
  2.1%, 73%, 0.3%[50 µM]
- COc1cc2c(C#CCCO)c(-c3ccc(C#N)cc3)oc(=O)c2cc1OC
  0.6%, 3%, 0.1%
- COc1ccc(CCC(=O)N2CCN(S(=O)(=O)c3ccc(OC)cc3)CC2)cc1
  1.8%, 0%, 0.9%[50 µM]

As a working copy, part of the list above:
Each structure is followed by: RSV CPE inhibition, Dengue-2 NS5 capping, K1F lysis inhibition
- CC(Sc1nnc(-c2ccco2)n1N)C(=O)NC1CCCCC1C (centres undefined)
  1.1%, -4%, 1.2%[50 µM]
- CCCn1nc(C(=O)Nc2nnc(C3CC3)s2)c2ccccc2c1=O
  1.0%, -9%, 0.3%[50 µM]

Next section
Each structure is followed by: RSV CPE inhibition, Dengue-2 NS5 capping, K1F lysis inhibition
- Cc1ccc(NC(=O)C2CCCN(C3=NS(=O)(=O)c4ccccc43)C2)c(O)c1 (centres undefined)
  0.9%, -17%, 0.5%[50 µM]
- COc1ccc(C(=O)COC(=O)c2ccc3c(c2)OCO3)c(OC)c1
  1.6%, -4%, 0.0%
- CC(C)CC(=O)N1CCN(c2ccc([N+](=O)[O-])c(NCc3ccccc3)c2)CC1
  17%, 4%, 0.7%
- Cc1ccc(SCC(=O)OCC(=O)NC(C)c2ccc(F)cc2)cc1 (centres undefined)
  0.6%, -4%, 0.5%[50 µM]
- CCCCn1c(N)c(N(C(=O)CSc2nnc(C)n2-c2ccccc2)C2CCCC2)c(=O)[nH]c1=O
  1.4%, 5%, 1.5%[50 µM]
- COc1ccccc1-c1sc2ccccc2c1-c1ccccc1OC
  10%, -7%, 2.0%
- N#CCOC(=O)c1cc(S(=O)(=O)N2CCCCC2)ccc1N1CCOCC1
  0.9%, 0%, 0.7%[50 µM]
- CC1CCCC(NC(=O)c2cc(S(=O)(=O)N3CCCCC3)ccc2Cl)C1C (centres undefined)
  1.2%, -4%, 0.2%[50 µM]
- O=C(NCc1cccc(Cl)c1)C1=CC=CN2CCS(=O)(=O)N=C12
  0.4%, 2%, 0.6%[50 µM]
- O=C(O)C1CCCCN1C(=O)c1ccc(S(=O)(=O)N2CCCCCC2)cc1 (centres undefined)
  0.6%, -6%, 0.3%[50 µM]
- CCOC(=O)c1c(C)[nH]c(C(=O)OCC(=O)NCc2ccc(C)cc2)c1C
  1.5%, 1%, 0.4%[50 µM]
- CCCn1c(N)c(N(CCOC)C(=O)CCC2CCCCC2)c(=O)[nH]c1=O
  -0.4%, -5%, -0.5%[50 µM]
- CC(=O)c1ccc(N2CCN(CC(=O)Nc3ccccc3C(=O)NC3CC3)CC2)c(F)c1
  0.8%, 1%, -0.3%
- O=C(CCC(=O)N1CCOCC1)NCCc1ccc(F)cc1
  -0.1%, 3%, 0.1%[50 µM]
- CC(=O)c1ccc(S(=O)(=O)N2CCN(CC(=O)Nc3ccc(Cl)c([N+](=O)[O-])c3)CC2)cc1
  0.8%, 3%, -0.3%[50 µM]
- Cc1ccc(N(Cc2ccccc2)C(=O)c2cc(S(=O)(=O)N3CCOCC3)ccc2F)cc1
  1.8%, -15%, 0.1%[50 µM]
- Cc1ccccc1OCCn1cc(C(=S)N2CCCC2)c2ccccc21
  16%, -5%, 3.7%
- CCOC(=O)N1CCN(C(=O)C(CC(C)C)NS(=O)(=O)c2ccc(C)cc2)CC1 (centres undefined)
  1.0%, -2%, 0.6%[50 µM]
- CCCNC(=O)C(Cc1ccc(F)cc1)NC(=O)c1ccccc1 (centres undefined)
  -1.2%, -6%, 1.9%
- COc1ccc([C@H]2CC(=O)C=C(/C=C/c3ccccc3)C2)cc1OC
  3.6%, 0%, 0.1%
- CCN(C(=O)COC(=O)C1CCN(S(=O)(=O)c2ccc(C)c(C)c2)CC1)C1CCCCC1
  0.0%, 2%, 0.5%[50 µM]
- COc1ccc(CC(=O)OCC(=O)Nc2c(C)n(C)n(-c3ccccc3)c2=O)cc1OC
  1.5%, 5%, 0.6%[50 µM]
- CC1(NC(=O)CCS(=O)(=O)c2ccc(Cl)cc2)CCS(=O)(=O)C1 (centres undefined)
  -0.5%, -3%, 0.4%[50 µM]
- O=C(CNC(=O)c1ccc2ccccc2c1)Nc1ncccc1O
  0.2%, -5%, 1.2%[50 µM]
- CCN(CC(=O)Nc1cccc(S(=O)(=O)N(C)c2ccccc2)c1)Cc1cccs1
  9.3%, -4%, 0.3%[50 µM]
- Cc1ccccc1C(=O)N1CCC(C(=O)N2CCCc3ccccc32)CC1
  4.2%, -1%, 0.5%[50 µM]
- CC(=O)c1cccc(S(=O)(=O)N2CCn3cccc3C2C)c1 (centres undefined)
  0.8%, 1%, 0.6%[50 µM]
- O=C(COC(=O)C1COc2ccccc2O1)Nc1cccc(Cl)c1 (centres undefined)
  0.7%, 2%, 0.9%[50 µM]
- COc1ccc(CN2C(=O)c3ccccc3C2=O)cc1C(=O)N(C)CC(=O)Nc1ccc(F)cc1
  -0.4%, -8%, 0.4%[50 µM]
- O=C(CSc1nc2[nH]c(=O)cc(O)c2s1)Nc1nccs1
  1.5%, 9%, -1.1%[50 µM]
- CCN(CC(=O)Nc1ccc(NC(C)=O)cc1)C(=O)c1ccc(COc2ccccc2)o1
  2.2%, -2%, 0.5%[50 µM]
- Cc1ccnn1-c1ccc(C(=O)NCC(c2ccco2)N2CCCC2)cc1 (centres undefined)
  -0.7%, -15%, 0.1%[50 µM]
- CCCN(C(=O)C1CC(=O)N(c2ccccc2C(C)CC)C1)C1CCS(=O)(=O)C1 (centres undefined)
  0.9%, -7%, 0.5%[50 µM]
- O=C(CSc1n[nH]c(-c2ccccc2F)n1)Nc1cc(F)ccc1F
  0.2%, 2%, 0.9%[50 µM]
- Cc1ccc(S(=O)(=O)CCC(=O)Nc2nc(-c3ccccn3)cs2)cc1
  3.7%, -1%, 0.1%[50 µM]
- O=C1CC(c2ccccc2)NN1 (centres undefined)
  1.1%, -9%, 2.1%
- CC(C)N(CC(N)=O)c1ccc(S(=O)(=O)N2CCCC2)cn1
  1.1%, -2%, 1.1%[50 µM]
- Cc1ccc(NC(=O)CN(C)C(=O)COC(=O)c2oc3ccccc3c2C)cc1
  3.1%, 6%, 0.5%[50 µM]
- Cc1ccc(-n2ncc3c(=O)n(CC(=O)N4CCN(C(=O)c5ccco5)CC4)cnc32)cc1
  0.4%, 0%, 1.3%[50 µM]
- CCC(=O)N1CCC(NC(=O)Nc2ccc(OC(F)(F)F)cc2)CC1
  1.4%, -2%, 1.0%
- COc1ccc(NS(=O)(=O)c2cccc(C(=O)NCc3ccccc3CN3CCCC3)c2)cc1
  -1.2%, -4%, 0.8%[50 µM]
- CN(C)C(CNC(=O)c1cccs1)c1ccco1 (centres undefined)
  1.5%, 5%, -0.4%
- O=c1oc2ccc(C#CC3(O)CCCCC3)cc2cc1-n1cc(C2(O)CCCCC2)nn1
  0.1%, 6%, 2.0%
- O=C1C=C(c2ccc(O)cc2)C[C@@H](c2ccc(Cl)cc2)C1
  -0.4%, -10%, -0.2%
- Cc1noc(C)c1S(=O)(=O)NCc1cccc(Cl)c1
  0.1%, 0%, 0.1%[50 µM]
- Cc1ccc2nc(-c3ccccc3)cc(C(=O)N3CCN(S(=O)(=O)c4c(C)noc4C)CC3)c2c1
  -0.7%, -10%, 0.2%
- COc1ccc(S(=O)(=O)N2CCCCC2)cc1NC(=O)c1ccc(N2CCCC2=O)cc1
  0.6%, -1%, 0.9%[50 µM]
- CN(Cc1cccs1)C(=O)c1cc(S(=O)(=O)N2CCOCC2)ccc1F
  0.5%, -1%, 1.2%[50 µM]

4 entries out of the list above, arranged by the number in Dengue-2 NS5 capping, rising:
mol	RSV CPE inhibition	Dengue-2 NS5 capping
O=C(COC(=O)/C=C/c1ccccc1)NC1CCCCC1	0.2%	-11%
O=C(c1ccc2n[nH]nc2c1)N1CCN(c2ccc(C(F)(F)F)cn2)CC1	1.1%	-8%
CCCCn1c(N)c(N(C)C(=O)c2ccccc2Oc2ccccc2)c(=O)[nH]c1=O	0.1%	-3%
CCC(=O)N1CCC(NC(=O)Nc2ccc(OC(F)(F)F)cc2)CC1	1.4%	-2%
